ELG1 genotox: induces genotoxicity in HEK293T cells with luciferase-tagged ELG1; HEK293T ELG1-luciferase reporter, luminescence, 16 h; Potency, µM (top dose mostly 46 µM), for the others: at the highest dose activity change, positive = activation, usual class: activators; 330,000 tested, 1.3% active; AID 504466; also: % of control where 0% means no effect; nearly all actives have a fitted effect of over 60% in size
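DMSO vehicle served as control against compound-treated ELG1-luciferase HEK293T cells; exposure lasted 16 hr at 37 °C and 5% CO2, followed by ONE-Glo luminescence detection after 30 min.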
Gal4-VP16 FLuc: Gal4-VP16 reporter inhibition counter-screen; Drosophila S2 Gal4-VP16 UAS-luciferase, luminescence, 20 h; Potency, µM (highest dose often 53.6 µM), for inactives: at the top dose activity, negative = inhibition, hits mostly inhibitors; 310,000 tested, 3.5% active;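 also: Gal4-VP16 expression switched on by copper sulfate through the metallothionein promoter; % is scaled to controls: 0 for no effect and ±100 for the full control effect; nearly all actives have a fitted effect of over 50% in size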
MBNL1 CUG block: blocks human MBNL1 binding to CUG repeat RNA; Q9NR56; TR-FRET MBNL1-His/biotin-(CUG)12 binding, 665/545 ratio; Potency, µM (titrated, usually from 57.5 µM), for the others: at the top dose activity change, negative = inhibition, most hits filed as inhibitors; 280,000 tested, 0.036% active; AID 2675; active = well fitted inhibition curve with a large enough effect in the signal ratio, with a control signal flat, not every such curve was filed as active; inconclusive = small, poorly fitted or top-dose-only effect, or effect the other way, or a change in a side signal; inactive = no such curve, though single readings can be large or run the other way; the % refers to the signal ratio; also: % is scaled to controls: 0 for no effect and ±100 for the full control effect
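Ratiometric TR-FRET (665 over 545 nm, excitation 340 nm) tracks disruption of MBNL1-His/biotin-(CUG)12 complex after 60 min at room temperature, with compounds at 92 nM to 58 uM final.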
NPC1 prom act: activates the NPC1 promoter; Huh7 NPC1 promoter luciferase reporter, 24 h; Potency, µM (highest dose often 9.22 µM), for inactives: at the highest dose activation, hits mostly activators; 320,000 tested, 2.4% active; AID 485313;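 also: % of control where 0% means no effect; nearly all actives have a fitted effect of over 60% in size; reporter is driven by a mutant NPC1 promoter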
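Stable NPC1-promoter luciferase Huh7 line; cpd (DMSO) 24 h, 37 °C, 5% CO2; Amplite luciferase reagent 10 min RT; luminescence readout. qHTS format.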
BRCA1 expr up: activators of BRCA1 expression. MCF7-BRCA1-FFLuc reporter, luminescence, 48 h; response scale: scaled: vehicle 0%, 10 µM genistein 100%. Potency, µM (highest dose often 46.1 µM), inactives show at the top dose activation, hits mostly activators. 380,000 tested, 1.1% active; also: nearly all actives have a fitted effect of over 80% in size; some results filed as inactive show a strong effect at the top dose
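Quantitative HTS in MCF7 cells stably reporting BRCA1 expression via firefly luciferase. Compound treatment lasts 48 h at 37 °C in phenol-red free MEM. Activation is expressed relative to genistein at 10 microM and DMSO.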
Rab9 promoter act: Rab9 promoter activation. Huh7 Rab9 promoter-luciferase reporter, luminescence, 24 h. Potency, µM (highest dose often 9.22 µM), for the others: top-dose activation, negative = inhibition, actives largely listed as activators. 320,000 tested, 2.8% active. AID 485297; also: % of control where 0% means no effect; nearly all actives have a fitted effect of over 60% in size
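Huh7 cells stably carrying Rab9 promoter–luciferase reporter, plated 1500 cells/well, compound added after 2 h and incubated 24 h at 37 °C; luciferase luminescence then read after 10 min with detection reagent.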
uPA generation: inhibitors of cell surface uPA generation | cell surface uPA generation assay, qHTS | Potency, µM (top dose mostly 38.3 µM), inactives show top-dose activity change, negative = inhibition, most hits filed as inhibitors | 330,000 tested, 0.31% active; active = well fitted inhibition curve with a large enough effect; inconclusive = small, poorly fitted or top-dose-only effect; inactive = no such curve, though single readings can be large or run the other way; tested in mouse RAW 264.7 cells; also: % is scaled to controls: 0 for no effect and ±100 for the full control effect; nearly all actives have a fitted effect of over 55% in size
FLuc modulator: firefly luciferase modulation, counter-screen for miR-21 project; P08659; AID 588342; Potency, µM (top dose mostly 57.5 µM), for inactives: at the highest dose activity change, negative = inhibition, hits mostly inhibitors; purified FLuc, Km substrates, luminescence inhibition; 360,000 tested, 6.9% active;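 also: plate controls were vehicle for no effect and reference inhibitor for full effect; nearly all actives have a fitted effect of over 55% in size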
Target sequence (P08659 whole entry, looked up): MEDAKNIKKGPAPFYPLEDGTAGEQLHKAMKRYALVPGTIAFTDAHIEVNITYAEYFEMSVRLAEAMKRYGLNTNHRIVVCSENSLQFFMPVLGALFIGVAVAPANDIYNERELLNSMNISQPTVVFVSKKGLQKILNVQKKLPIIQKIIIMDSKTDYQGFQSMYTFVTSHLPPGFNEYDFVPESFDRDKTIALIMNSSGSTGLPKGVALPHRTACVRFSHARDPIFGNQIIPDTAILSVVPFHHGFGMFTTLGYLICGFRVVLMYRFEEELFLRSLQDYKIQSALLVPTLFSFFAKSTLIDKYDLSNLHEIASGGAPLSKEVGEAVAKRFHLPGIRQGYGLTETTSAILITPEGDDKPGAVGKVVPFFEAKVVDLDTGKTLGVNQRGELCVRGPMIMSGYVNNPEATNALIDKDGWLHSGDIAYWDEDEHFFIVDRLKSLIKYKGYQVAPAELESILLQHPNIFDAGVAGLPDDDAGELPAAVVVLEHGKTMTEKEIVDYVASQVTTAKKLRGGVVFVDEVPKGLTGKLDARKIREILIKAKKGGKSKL
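Biochemical qHTS of compounds, final roughly 60 µM downward over six points, against 10 nM purified firefly luciferase using Km concentrations of substrates (10 uM D-luciferin, 10 uM ATP) in Tris acetate pH 7.5 buffer; luminescence output.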
p53 reactivation: re-activators of mutant p53 | Potency, µM (series often up to 92.2 µM), for inactives: at the highest dose activity change, positive = activation, actives largely listed as activators | 320,000 tested, 0.063% active | H1299 p53-A138V BP100-luciferase reporter, luminescence, 24 h; also: % of control where 0% means no effect; nearly all actives have a fitted effect of over 45% in size
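p53-null H1299 cells stably carrying temperature-sensitive p53-A138V and a BP100-luciferase reporter were pinned with compounds (4-point, 1:5 series) and held 24 hrs at 37 deg C. Luminescence was read 10 min after detection reagent.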
RORgamma inh: blocks mouse ROR gamma transcriptional activity | Drosophila S2 Gal4-RORgamma UAS-luciferase reporter, 20 h | Potency, µM (top dose mostly 53.6 µM), for the others: at the highest dose activity change, negative = inhibition, usual class: inhibitors | 310,000 tested, 5.4% active; also: % is scaled to controls: 0 for no effect and ±100 for the full control effect; nearly all actives have a fitted effect of over 60% in size
Target sequence (P51450 whole entry, looked up, the tested form may be a part): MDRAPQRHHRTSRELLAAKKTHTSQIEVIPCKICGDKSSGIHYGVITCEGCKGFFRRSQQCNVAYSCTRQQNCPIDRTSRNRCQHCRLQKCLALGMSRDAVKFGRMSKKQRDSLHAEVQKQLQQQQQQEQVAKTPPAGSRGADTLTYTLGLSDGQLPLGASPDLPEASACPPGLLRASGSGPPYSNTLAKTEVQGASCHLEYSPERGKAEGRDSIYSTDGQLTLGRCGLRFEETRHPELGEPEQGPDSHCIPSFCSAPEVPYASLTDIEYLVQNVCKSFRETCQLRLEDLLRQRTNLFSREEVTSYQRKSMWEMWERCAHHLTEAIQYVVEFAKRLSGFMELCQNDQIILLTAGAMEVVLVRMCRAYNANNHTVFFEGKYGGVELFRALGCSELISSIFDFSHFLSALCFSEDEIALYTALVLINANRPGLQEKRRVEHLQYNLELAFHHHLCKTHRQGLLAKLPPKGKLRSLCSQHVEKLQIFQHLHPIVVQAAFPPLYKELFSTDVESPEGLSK
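ROR gamma transcriptional activity was tracked as Gal4-UAS luciferase output in stably transfected Drosophila Schneider cells, with compound added 1 hr before 700 uM copper sulfate induction and a 20 hr ambient-temperature incubation.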
* hit, by the source's call; ? = inconclusive; . = not tested or not shown; & = joins results of further samples; [ ] = remark or other dose. Unless noted, calls follow the shape of the dose curve; as a rule, active = well fitted curve in the direction sought with a large enough effect; inconclusive = small, poorly fitted or top-dose-only effect, or another doubt; inactive = no such curve, though single readings can be large; an effect the other way counts as inactive or inconclusive. Potency is read from the fitted curve at half-maximal effect.

SMILES	ELG1 genotox	Gal4-VP16 FLuc	MBNL1 CUG block	NPC1 prom act	BRCA1 expr up	Rab9 promoter act	uPA generation	FLuc modulator	p53 reactivation	RORgamma inh
COc1ccccc1N1CCN(S(=O)(=O)c2cc(Br)cnc2N)CC1	-13%	-12%	9%	-1%	-16%	-2%	3%	1%	8%	26%
Cc1ccc(-c2nn(CC(=O)NCc3ccco3)c(=O)c3ccccc23)cc1	11%	1%	5%	1%	-14%	-10%	-1%	1%	-4%	-11%
CCCC(=O)Nc1cccc(C(=O)Nc2ccccc2OCC)c1	-9%	-12%	-4%	-2%	.	-4%	.	6%	3%	17%
CSc1ccccc1OCc1cc(C(=O)NCCn2ccnc2C)no1	-3%	0%	-8%	1%	-6%	4%	6%	2%	11%	-37%
CC1CCCCC1NS(=O)(=O)c1ccc(-n2cnnn2)cc1 (stereo not drawn)	0%	2%	19%	1%	-21%	-4%	0%	2%	-6%	0%[10 µM]
CC(C(=O)OCC(=O)c1ccc([N+](=O)[O-])cc1)N1C(=O)C2C3C=CC(C3)C2C1=O (stereo not drawn)	3%	17%	?	-3%	0%	-4%	-2%	0%	23%	15%
CCCC(=O)N1CCc2cc(OC)c(OC)cc2C1COc1ccccc1OC (stereo not drawn)	0%	-11%	-1%	-3%	-12%&-15%	-4%	6%	-3%&0%	-5%	35%
O=C(O)c1ccc2c(c1)C(=O)N(c1ccc(/C=C/C(=O)c3ccccc3)cc1)C2=O	16%	-20%	?	4%	27%	22%	0%	?	3%	-43%
COc1ccc(-n2cnnc2)cc1	0%	-21%	11%	3%	1%	-1%	-5%	2%	-6%	-11%
O=C(O)CN1C(=O)/C(=C\c2ccccc2OCc2ccc(Cl)cc2Cl)SC1=S	0%	-7%	-18%	17%	-32%	6%	4%	?	-39%[inhibitor]	?
O=C(CN1CCN(S(=O)(=O)c2ccccc2)CC1)NC(=O)NCc1ccccc1	0%	-7%	12%	-5%	-10%	2%	-2%	3%	6%	-17%
O=[N+]([O-])c1cccc(/C=N/n2c(-c3cccnc3)n[nH]c2=S)c1	7%	-27%	?	-2%	2%	-4%	-8%	1%	-5%	?
O=C(Nc1ccc(Oc2ccc(C(=O)O)c(C(=O)O)c2)cc1)c1cccs1	2%	-13%	-4%	-2%	-13%	-6%	4%	21µM*	0%	-31%
CN(C)c1nc(=Nc2cccc(Cl)c2)ss1	3%	0.89µM*	3%	10%	1%	0%	10%	3.4µM*	14%	0.4µM*
CCOc1ccc(Cl)cc1S(=O)(=O)n1cnc2ccccc21	4%	8%	7%	-28%	-63%	-25%	-8%	2%	0%	2%
CC(NC(=O)CN1C(=O)NC2(CCc3ccccc32)C1=O)c1ccc2c(c1)OCCO2 (stereo not drawn)	1%	.	.	-6%	-25%	-5%	4%	1%	-1%	.
N#Cc1c(-c2ccco2)c2c([nH]c1=S)CCCC2	-2%	-1%	?	-5%	-8%	-1%	3%	?	-2%	9%
O=S(=O)(NNc1ncc(C(F)(F)F)cc1Cl)c1ccc(F)cc1F	0%	.	.	.	-49%	.	3%	.	2%	.
COCCCn1nnnc1SCC(=O)N1CCN(C(=O)c2ccco2)CC1	0%	1%	-7%	-1%	7%	-1%	7%	4%	-1%	18%
NCCCC(=O)N1c2ccccc2Sc2ccccc21	-8%	1%	-11%	-1%	-7%	-9%	?	4%	-2%	-27%
CCOC(=O)C1CCCN(S(=O)(=O)c2ccc(Br)c(OC)c2)C1 (stereo not drawn)	-7%	6%	12%	0%	-4%	-2%	1%	0%	1%	-16%
CC(C)C(NC(=O)c1ccc(F)cc1)C(=O)N1CCOCC1 (stereo not drawn)	-2%	.	.	1%	27%	2%	1%	7%	0%	.
O=C(COC(=O)c1ccc(O)cc1)Nc1ccccc1-c1ccccc1	-8%	-9%	.	0%	-32%	-2%	3%	-4%	-2%	14%[10 µM]
O=C(NCc1ccccc1Cl)C1CCCN1C(=O)NCc1ccccc1 (stereo not drawn)	0%	3%	-2%	2%	-1%	0%	28%	5%	-4%	-18%
COc1ccc(/C=C/C(=O)ONC2=NCCCCC2)cc1OC	0%	-24%	?	2%	-23%	-3%	-16%	?	1%	11µM*
Oc1ccc(NC(=S)N=Nc2c(O)[nH]c3ccc(Br)cc23)cc1	-5%	?	?	-2%	-52%	-1%	0%	-8%	2%	10µM*
COc1cc(/C=C/C(=O)OCC(=O)Nc2cc(S(=O)(=O)N(C)C)ccc2Cl)ccc1O	1%	-3%	7%	0%	-2%	-4%	-3%	?	0%	-2%
COc1ccc(Nc2nnc(Cc3ccc(Cl)cc3)c(=O)[nH]2)c(OC)c1	-2%	-1%	-5%	-3%	0%	1%	4%	2%[2.3 µM]	-14%	22%
Cc1cc(NC(=O)c2ccccc2F)cc(C)c1OCC(=O)N1CCOCC1	7%	-22%	-3%	-1%	51%	13%	-3%	9.5µM*	3%	-29%
CC(C)CNC(=O)NC(=O)COC(=O)c1cc([N+](=O)[O-])ccc1NCc1ccccc1Cl	12%	5%	-6%	0%	.	-1%	.	-1%	2%	14%
O=C1CCCN1CCC1CCN(C2CC(=O)N(c3ccc(F)cc3)C2=O)CC1 (stereo not drawn)	.	?	0%	.	-3%	.	-5%	0%	.	?
CC(=O)NC1=NC(=O)/C(=C/c2cn(C(C)=O)nc2-c2ccccc2)S1	-16%	12%	?	7%	-7%	0%	10%	-17%	-4%	13%
O=C1C2CCCN2C(=O)N1CCCCN1CCN(c2ccc(F)cc2)CC1 (stereo not drawn)	2%	6%	-2%	2%	-8%	-4%	-3%	-3%	12%	15%
COc1c(C)cccc1C(=O)Nc1ccc(N2CCN(S(C)(=O)=O)CC2)cc1	?	?	-14%	4µM*	3.5µM*	3.2µM*	-1%	15µM*	?	44%
CC1CCCC(NC(=O)COC(=O)c2cc(S(=O)(=O)N3CCCCC3)ccc2N2CCOCC2)C1C (stereo not drawn)	0%	-2%	-5%	1%	-33%	-5%	-4%	3%	-4%	8%
CCOC(=O)N1CCC(N2CCCC(C(=O)c3ccc4cc(OC)ccc4c3)C2)CC1 (stereo not drawn)	0%	-3%	31%[activator]	-5%	-47%	-4%	-6%	-11%	-5%	31%
c1ccc(C2CN3CCSC3=N2)cc1 (stereo not drawn)	-2%	2%&3%&-16%	0%	2%[46.1 µM]	8%	1%[46.1 µM]	-6%	1%	-4%	-7%[10 µM]
CC(=O)c1nn(-c2ccc(Cl)cc2)c(=O)[nH]c1=O	3%	-2%	20%	-1%	-35%	-6%	2%	0%	2%	0%
CNc1nc(C)c(C(=O)OCc2ccccc2)s1	?	25%	4%	13%	11µM*	?	-7%	0%[2.3 µM]	27%	18%
CCOC(=O)c1c(-c2ccc(C)cc2)csc1NC1=NS(=O)(=O)c2ccccc21	4%	-3%	33%[activator]	-3%	-5%	-4%	7%	-11%	20%	-1%
COc1ccc(Cl)cc1NC(=O)N(C)Cc1c(C)nn(C)c1C	0%	.	-3%	-2%	-2%	-5%	.	-11%	3%	-35%[0.365 µM]
COn1c(C)c(C)c2c3nonc3ccc21	-2%	-3%	9%	-2%	-2%	-11%	2%	-6%	1%	1%
CC(OC(=O)CCCC(=O)Nc1ccc(F)cc1)C(=O)c1ccccc1 (stereo not drawn)	3%	4%	-3%	0%	-1%	-2%	2%	-1%	-2%	-3%

Not a retest: 9 of the compounds above.
SMILES	ELG1 genotox	Gal4-VP16 FLuc	MBNL1 CUG block	NPC1 prom act	BRCA1 expr up	Rab9 promoter act	uPA generation	FLuc modulator	p53 reactivation	RORgamma inh
CC1CCCC(NC(=O)COC(=O)c2cc(S(=O)(=O)N3CCCCC3)ccc2N2CCOCC2)C1C (stereo not drawn)	0%	-2%	-5%	1%	-33%	-5%	-4%	3%	-4%	8%
CCOC(=O)N1CCC(N2CCCC(C(=O)c3ccc4cc(OC)ccc4c3)C2)CC1 (stereo not drawn)	0%	-3%	31%[activator]	-5%	-47%	-4%	-6%	-11%	-5%	31%
c1ccc(C2CN3CCSC3=N2)cc1 (stereo not drawn)	-2%	2%&3%&-16%	0%	2%[46.1 µM]	8%	1%[46.1 µM]	-6%	1%	-4%	-7%[10 µM]
CC(=O)c1nn(-c2ccc(Cl)cc2)c(=O)[nH]c1=O	3%	-2%	20%	-1%	-35%	-6%	2%	0%	2%	0%
CNc1nc(C)c(C(=O)OCc2ccccc2)s1	?	25%	4%	13%	11µM*	?	-7%	0%[2.3 µM]	27%	18%
CCOC(=O)c1c(-c2ccc(C)cc2)csc1NC1=NS(=O)(=O)c2ccccc21	4%	-3%	33%[activator]	-3%	-5%	-4%	7%	-11%	20%	-1%
COc1ccc(Cl)cc1NC(=O)N(C)Cc1c(C)nn(C)c1C	0%	.	-3%	-2%	-2%	-5%	.	-11%	3%	-35%[0.365 µM]
COn1c(C)c(C)c2c3nonc3ccc21	-2%	-3%	9%	-2%	-2%	-11%	2%	-6%	1%	1%
CC(OC(=O)CCCC(=O)Nc1ccc(F)cc1)C(=O)c1ccccc1 (stereo not drawn)	3%	4%	-3%	0%	-1%	-2%	2%	-1%	-2%	-3%
